TRHR PAM = qHTS for Small Molecule Agonists and Allosteric Enhancers of Human TRH Receptor: Primary Screen for Enhancers; Thyrotropin-releasing hormone receptor (Homo sapiens), P34981; TRHR cells, fluo-8 calcium fluorescence, EC20 TRH enhancement; enhancement, % at 2 µM; 360,000 compounds, 0.66% hits; in the data active = enhancement above about 30%; note: 0% is about no effect
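Enhancer read-out: after compound pinning and an initial kinetic agonist-mode read, an EC20 of TRH (10 nM final) was injected and fluo-8 calcium signal (Ex 480/Em 530) followed at 1 s/cycle for 100 cycles in TRHR-expressing cells.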
TRHR agonist = qHTS for Small Molecule Agonists and Allosteric Enhancers of Human TRH Receptor: Primary Screen for Agonists; TRHR cells, calcium flux fluo-8, FDSS agonist mode; activation, % at 2 µM; 360,000 compounds, 0.18% hits; AID 493084, 2011; in the data active = activation above about 30%; note: 0% is about no effect
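Steps: seed TRHR cells overnight; add fluo-8 no-wash Ca dye, RT 30 min–1.5 h; record 10 s baseline; pin-transfer compounds; monitor fluorescence 1 cycle/s for the agonist window. Calcium increases flag candidate agonists.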
TrxR1 inh = qHTS Assay for Inhibitors of Mammalian Selenoprotein Thioredoxin Reductase 1 (TrxR1): qHTS; recombinant rTrxR1, NADPH fluorescence consumption, selenite substrate; 390,000 compounds, 1% hits; Thioredoxin reductase 1, cytoplasmic (Rattus norvegicus), O89049; AID 588453, 2011; Potency, µM (highest dose often 114 µM), for inactives: top-dose activity change, negative = inhibition, most hits filed as inhibitors; note: potency is the fitted concentration of half-maximal effect; % is set by controls: 0 for no effect and ±100 for the full control effect; nearly all actives have a fitted effect of over 65% in size
Target sequence (O89049 whole entry, looked up): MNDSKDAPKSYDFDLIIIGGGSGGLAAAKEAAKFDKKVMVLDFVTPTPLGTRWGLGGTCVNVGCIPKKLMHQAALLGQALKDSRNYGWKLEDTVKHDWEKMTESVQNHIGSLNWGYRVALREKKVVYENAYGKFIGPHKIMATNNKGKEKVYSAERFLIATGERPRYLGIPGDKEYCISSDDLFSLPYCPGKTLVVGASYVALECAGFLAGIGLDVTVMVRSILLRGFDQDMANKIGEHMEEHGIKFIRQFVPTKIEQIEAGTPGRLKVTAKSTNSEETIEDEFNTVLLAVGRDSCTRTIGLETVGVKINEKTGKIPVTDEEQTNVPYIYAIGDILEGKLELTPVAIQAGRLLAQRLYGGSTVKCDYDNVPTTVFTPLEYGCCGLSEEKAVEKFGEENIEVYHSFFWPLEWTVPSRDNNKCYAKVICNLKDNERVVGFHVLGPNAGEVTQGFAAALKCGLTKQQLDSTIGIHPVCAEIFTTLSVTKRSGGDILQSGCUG
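Rat TrxR1 (90 nM in the dispensed reagent) was pre-reduced with 400 uM NADPH for 5 min at room temperature, then incubated with compound for 15 min. After 400 uM selenite was added, NADPH fluorescence (Ex 340/Em 450 nm) was followed for 8 min.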
D2 antagonist = HTS Assay for Allosteric Antagonists of the Human D2 Dopamine Receptor: Primary Screen for Antagonists | 340,000 compounds, 2% hits | D(2) dopamine receptor (Homo sapiens), P14416 | inhibition, % at 10 µM | HEK293 TREx D2 cells, calcium flux, dopamine EC80; in the data active = inhibition above about 30%; note: 0% is about no effect
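Read-out: kinetic calcium fluorescence (1 cycle/s) in inducible HEK293 T-REx D2 cells after an EC80 dopamine addition that followed 180 s compound preincubation. Loss of the dopamine response indicates antagonism.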
Pin1 inh = qHTS Assay to Find Inhibitors of Pin1; Peptidyl-prolyl cis-trans isomerase NIMA-interacting 1 (Homo sapiens), Q13526; Pin1 FP peptide displacement, HiFluor488, 10 min; Potency, µM (highest dose often 115 µM), without a hit: at the highest dose activity, negative = inhibition, actives largely listed as inhibitors; 390,000 compounds, 0.009% hits; AID 504891, 2011; active = well fitted inhibition curve with a large enough effect in the polarisation, with a control signal flat, not every such curve was filed as active; inconclusive = small, poorly fitted or top-dose-only effect, or effect the other way, or a change in a side signal; inactive = no such curve, though single readings can be large or run the other way; the % refers to the polarisation; note: potency is the fitted concentration of half-maximal effect; % is set by controls: 0 for no effect and ±100 for the full control effect
Target sequence (Q13526 whole entry, looked up): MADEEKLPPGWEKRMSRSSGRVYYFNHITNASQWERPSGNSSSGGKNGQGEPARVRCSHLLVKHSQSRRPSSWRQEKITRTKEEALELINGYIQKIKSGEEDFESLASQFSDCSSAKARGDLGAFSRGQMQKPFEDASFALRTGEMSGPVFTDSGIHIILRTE
USP1 inh = Inhibitors of USP1/UAF1: Primary Screen; AID 743255, 2014; recombinant USP1/UAF1, Ub-Rhodamine cleavage fluorescence; 390,000 compounds, 0.23% hits; Potency, µM (series often up to 57.1 µM), inactives show top-dose activity change, negative = inhibition, hits mostly inhibitors; Ubiquitin carboxyl-terminal hydrolase 1 (Homo sapiens), O94782; note: potency is the fitted concentration of half-maximal effect; % is set by controls: 0 for no effect and ±100 for the full control effect; nearly all actives have a fitted effect of over 60% in size; inactives centre near -12
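In this screen, compounds sit with the deubiquitinase complex (1nM) for 15 min at room temperature before Ub-Rho is added at 150nM final. Fluorescence rise is then followed for 6 reads every 60 seconds.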
D2 ag = HTS Assay for Allosteric Agonists of the Human D2 Dopamine Receptor: Primary Screen for Agonists; D(2) dopamine receptor (Homo sapiens), P14416; HEK293 T-REx D2 cells, calcium flux agonist mode; activation, % at 2 µM; 340,000 compounds, 0.53% hits; AID 485358, 2010;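 active = activation over 3 SD above normal in the single-dose calcium agonist read, cut at about 30% in these data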; note: 0% is about no effect
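Tetracycline-induced HEK293 Trex cells with D2 receptor force-coupled to calcium signaling, plated overnight at 30 C and loaded with no-wash calcium dye. Calcium flux read kinetically for 180 s after compound addition; responses flag agonists.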
TrxR1 substrate = qHTS Assay for Substrates of Mammalian Selenoprotein Thioredoxin Reductase 1 (TrxR1): qHTS. Thioredoxin reductase 1, cytoplasmic (Rattus norvegicus), O89049. purified TrxR1 substrate turnover, NADPH consumption readout. Potency, µM (top dose mostly 114 µM), for the others: top-dose activity change, negative = substrate turnover. 390,000 compounds, 0.01% hits; note: potency is the fitted concentration of half-maximal effect; % is set by controls: 0 for no effect and ±100 for the full control effect; nearly all actives have a fitted effect of over 50% in size
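Rat TrxR1, dispensed at 90 nM, was prereduced with 400 uM NADPH (final) for 5 min at ~22 deg C, then incubated with compound 15 min before 400 uM selenite. A first-read NADPH fluorescence drop versus no-compound background flagged substrates.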
IDH1 R132H inh = qHTS for Inhibitors of mutant isocitrate dehydrogenase 1 (IDH1): qHTS; Isocitrate dehydrogenase [NADP] cytoplasmic (Homo sapiens), O75874; IDH1-R132H enzyme, NADPH consumption, diaphorase/resazurin fluorescence; Potency, µM (doses to about 76.6 µM), without a hit: at the highest dose activity change, negative = inhibition, actives largely listed as inhibitors; 390,000 compounds, 0.093% hits; AID 602179, 2012; note: potency is the fitted concentration of half-maximal effect; % is set by controls: 0 for no effect and ±100 for the full control effect; nearly all actives have a fitted effect of over 65% in size
Target sequence (O75874 whole entry R132H, stated change not applied): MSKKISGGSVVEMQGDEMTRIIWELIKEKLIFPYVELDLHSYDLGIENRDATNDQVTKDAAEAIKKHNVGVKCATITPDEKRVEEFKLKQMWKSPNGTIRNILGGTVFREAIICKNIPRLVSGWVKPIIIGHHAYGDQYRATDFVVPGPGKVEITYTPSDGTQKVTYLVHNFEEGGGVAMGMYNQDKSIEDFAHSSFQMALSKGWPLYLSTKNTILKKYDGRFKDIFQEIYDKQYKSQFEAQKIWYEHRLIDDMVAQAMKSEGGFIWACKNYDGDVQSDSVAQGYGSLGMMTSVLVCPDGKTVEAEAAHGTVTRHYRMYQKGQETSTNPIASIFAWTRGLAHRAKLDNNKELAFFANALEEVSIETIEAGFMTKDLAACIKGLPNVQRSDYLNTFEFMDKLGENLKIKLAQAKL
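IDH1-R132H (0.5 ug/mL) preincubated 30 min with compound, then NADPH (0.016 mM) and alpha-KG (2 mM) added; 80 min at RT, pH 7.5. Remaining NADPH coupled via diaphorase/resazurin to fluorescence (540/590 nm); concentration-response curves normalized to no-enzyme control.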
The depositor's hits bear a star; ? = inconclusive; . = no result given; [ ] = remark or other dose. Unless noted, calls come from the whole dose curve; as a rule, active = well fitted inhibition curve with a large enough effect; inconclusive = small, poorly fitted or top-dose-only effect; inactive = no such curve, though single readings can be large or run the other way. This is a subset (hit frequency here may not be typical).

A first look:
SMILES	TRHR PAM	TRHR agonist	TrxR1 inh	D2 antagonist	Pin1 inh	USP1 inh	D2 ag	TrxR1 substrate	IDH1 R132H inh
O=C(CSc1nncc(=O)[nH]1)NCc1ccccc1	-6.2	0.2	23.3%[57.1 µM]	12.2	-1.7%	-18.6%	1.6	4.9%[57.1 µM]	-1.6%
CN(C/C=C/c1ccccc1)C1CCCCC1	-4.6	0.1	18.1%	6.5	-13.4%	-6.0%	-0.6	11.0%	4.5%

The whole of this part, from the start:
SMILES	TRHR PAM	TRHR agonist	TrxR1 inh	D2 antagonist	Pin1 inh	USP1 inh	D2 ag	TrxR1 substrate	IDH1 R132H inh
O=C(CSc1nncc(=O)[nH]1)NCc1ccccc1	-6.2	0.2	23.3%[57.1 µM]	12.2	-1.7%	-18.6%	1.6	4.9%[57.1 µM]	-1.6%
CN(C/C=C/c1ccccc1)C1CCCCC1	-4.6	0.1	18.1%	6.5	-13.4%	-6.0%	-0.6	11.0%	4.5%
CCOc1ccc(CNC(=O)c2cc3c(s2)-c2ccccc2OC3)cc1	-0.8	0.0	29.2%	.	19.3%	-22.9%	.	155.2%[activator]	8.7%
O=C(N/N=C/c1ccc([N+](=O)[O-])s1)C(O)c1ccccc1 (stereo not given)	-2.5	-0.2	?	8.9	2.0%	-16.7%	-0.1	-6.8%	-13.5%
COc1cccc(N2CCN(C(=O)CCC(=O)N3CCOc4ccc(C)cc43)CC2)c1	-5.4	-0.7	8.0%[57.1 µM]	0.1	-0.4%	-19.8%	-0.5	-7.5%[57.1 µM]	15.9%
C/C(Cn1cnc([N+](=O)[O-])n1)=N\NC(=O)c1ccccc1	-2.8	0.2	12.9%[57.1 µM]	-6.8	-11.3%	-11.4%	-0.6	7.3%[57.1 µM]	-3.2%
O=C(Nc1ccc(Cl)cc1)C1CCN(S(=O)(=O)c2ccc(Br)s2)CC1	-12.3	0.7	14.3%	.	14.0%	-1.5%	0.3	2.6%	3.1%
CCOc1ccccc1OCC(=O)OCC(=O)Nc1ncc(Cl)cc1Cl	3.7	-0.9	-7.1%	-2.7	-7.0%	-24.5%	-1.5	-6.2%	3.4%
COc1ccc(-c2c(C#N)c(N)nc3c2c(=O)n(C)c(=O)n3C)cc1	-3.9	-0.1	7.9%	4.5	0.5%	-5.4%	1.5	23.6%	-4.7%
CCOc1c2ccc(C(=O)NCc3ccc4c(c3)OCO4)cc2nn1C	-8.1	0.0	8.8%	29.0	-11.8%	-16.9%	0.8	60.9%[activator]	4.5%
COc1cc(CN(C(=O)c2ccco2)c2ccc(C)cc2)ccc1O	3.4	-1.2	1.0%	-18.4	-0.2%	-13.1%	-0.4	3.6%	-2.4%
Cc1cc(C(F)(F)F)nn1Cc1n[nH]c(=S)n1-c1ccc(Cl)cc1	3.2	0.3	?	-12.4	5.3%	-18.7%	0.7	-7.7%	0.3%
CC(C)(C)c1ccc(Cn2nc(CC(=O)O)c3ccccc3c2=O)cc1	-2.1	-0.4	18.4%[57.1 µM]	8.6	0.0%	-5.4%	0.9	4.1%	13.4%
Cc1ccc(C)c(NC(=O)c2cc(S(=O)(=O)N3CCOCC3)cn2C)c1	-3.7	-0.4	7.8%[57.1 µM]	-3.3	-5.9%	-2.9%	-0.4	1.2%[57.1 µM]	1.6%
CC(C)(C)NC(=O)NC(=O)CSc1ccc(S(=O)(=O)N2CCCCC2)cn1	0.8	1.1	-0.5%	16.9	8.5%	-21.5%	0.4	-1.5%	12.2%
Cc1cc(Cl)nc(-n2nc(C)cc2C)n1	0.8	0.1	5.7%[57.1 µM]	-6.7	-9.7%	1.3%	0.8	1.9%[57.1 µM]	0.0%
COc1cccc(N2CCN(c3ccc(S(=O)(=O)N4CCCC4)cc3)CC2)c1	3.5	-0.4	10.7%	-1.9	-0.7%	-18.2%	-0.4	-0.3%	-10.7%
Cc1cc(C)nc(SCC(=O)c2ccc(O)cc2O)n1	6.7	-0.6	-11.4%	.	-0.5%	-29.1%	.	-11.4%	6.7%
COc1cccc(N2CCN(c3c4c(nc5ncnn35)CCC4)CC2)c1	-7.4	-0.3	-2.4%	-4.4	-11.5%	-10.7%	0.7	-5.1%	4.9%
COc1ccccc1Oc1c(C)oc2cc(OC(=O)c3ccco3)ccc2c1=O	-0.5	0.1	?	-7.7	0.6%	-6.5%	0.8	9.7%	?
N#Cc1cccc(C(c2nnnn2C2CCCC2)N2CCCCCC2)c1 (stereo not given)	-7.7	0.6	5.6%	-3.3	0.7%	2.5%	1.1	-0.7%	0.9%
CCOC(=O)c1c(C)[nH]c(C(=O)NCc2ccco2)c1C	3.1	0.1	.	-1.9	.	.	-0.3	.	.
O=C(CNC(=O)c1ccccc1F)NC1CCN(Cc2ccccc2)CC1	-4.2	-0.3	7.8%	-4.7	-9.0%	-17.7%	1.0	-2.6%	-2.2%
Cc1ccc(C)c(C(=O)O/N=C(\N)c2ccc(Br)cc2)c1	4.6	-0.1	14.8%[57.1 µM]	-0.1	6.5%	-3.5%	-0.5	-0.6%	3.2%
Cc1nc(-c2ccccc2)sc1C1(C)CC(c2ccccc2F)=NO1 (stereo not given)	.	.	5.0%	.	-1.3%	-11.1%	.	3.0%	2.0%
CCOc1ccc(CCNC(=O)c2cnc3sc(N4CCCCCC4)nn3c2=O)cc1	-7.9	0.2	-1.1%[57.1 µM]	.	-0.4%	-19.8%	0.1	5.0%[57.1 µM]	-0.6%
S=C(NCCSCc1ccccc1Cl)Nc1ccccc1	14.5	0.0	-15.0%	-2.1	1.7%	3.9%	0.8	-10.0%	6.6%
CC(C)(C)c1nnc(N/N=C/c2ccccc2O)n(N)c1=O	-6.7	0.7	-2.0%	-6.6	1.4%	-1.1%	0.6	-9.7%	2.6%
O=C(NCc1ccc2c(c1)OCO2)c1ccco1	1.3	0.5	22.1%	1.2	-5.8%	-26.3%	-0.5	7.3%	2.1%
O=c1cc(CN2CCN(Cc3ccccc3)CC2)c2cc(Cl)ccc2o1	1.6	0.5	-5.3%	3.7	0.2%	-19.2%	-0.7	-4.4%	2.6%
Cc1ccccc1NC(=O)C1CCN(S(=O)(=O)c2ccccc2)CC1	-8.1	0.8	15.3%[57.1 µM]	.	-5.1%	-14.9%	1.1	5.2%[57.1 µM]	14.8%
CC[C@@H]1CCCCc2ccccc2[C@H](C(=O)C[C@H](O)CC(C)=O)OC1=O	.	.	34.1%	.	-6.8%	-22.4%	.	7.9%	7.3%
CCCNC(=O)c1ccc2c(=O)c(O)c(-c3ccc(C)cc3)[nH]c2c1	-6.1	4.1	0.1%	6.7	1.6%	-8.7%	0.3	6.4%	-2.1%[38.3 µM]
O=C(Nc1ccccn1)c1ccc(=O)[nH]n1	-4.1	-0.1	-8.2%	-15.1	-1.8%	-15.3%	2.6	-2.2%	1.5%
O=C(COC(=O)c1cc(=O)[nH]c(=O)[nH]1)Nc1cccc(Cl)c1	.	.	18.8%	.	4.2%	-14.0%	.	0.1%	4.1%
COc1cc(/C=N/NC(N)=O)cc([N+](=O)[O-])c1O	4.2	0.8	-28.6%[57.1 µM]	-17.7	?	7.2%	1.3	-16.0%[57.1 µM]	3.7%
CCOC(=O)c1sc(NC(=O)CN2C(=O)NC3(CCCCCCC3)C2=O)c(C(=O)OCC)c1C	-1.7	-0.8	-0.4%	8.9	9.7%	-18.6%	-0.4	1.3%	-8.0%
Cc1ccccc1Nc1c(F)c(F)c(F)c(F)c1C(=O)O	0.3	-0.7	13.0%	9.0	0.1%	-9.3%	0.0	-1.8%	0.1%
COc1ccc(N2CCN(C(=O)CCNS(=O)(=O)c3ccc4c(c3)CCN4C(=O)C3CC3)CC2)cc1	-2.6	-0.5	13.8%[57.1 µM]	.	-0.6%	-12.9%	10.1	-2.3%[57.1 µM]	22.4%
CC(Oc1ccccc1)C(=O)Nc1ccc(C(=O)OCc2cc(=O)n3ccsc3n2)cc1 (stereo not given)	-4.3	0.1	6.1%[57.1 µM]	.	18.6%	-6.9%	1.6	-3.0%[57.1 µM]	3.2%
CC(=O)N1CCN(CC(C)(C)NS(=O)(=O)c2ccccc2)CC1	.	.	0.7%	.	6.4%	-5.0%	.	-1.9%	0.7%
CC/C(=C\c1ccc(Cl)cc1)c1ccncc1	.	.	21.1%[11.4 µM]	.	-2.9%	-9.0%	.	6.6%[11.4 µM]	13.1%
COc1cc(C(=O)C(=O)c2ccc(OC)c(OC)c2)ccc1O	.	.	?	.	1.1%	-17.4%	.	-14.2%	-2.0%
Cc1ccc(S(=O)(=O)CCC(=O)OCc2nc(N)nc(Nc3ccccc3C)n2)cc1	-3.3	-1.4	-1.7%	-2.3	0.0%	-22.6%	0.2	-8.4%	12.1%

Two entries picked at random from those above, as already listed:
SMILES	TRHR PAM	TRHR agonist	TrxR1 inh	D2 antagonist	Pin1 inh	USP1 inh	D2 ag	TrxR1 substrate	IDH1 R132H inh
COc1cc(C(=O)C(=O)c2ccc(OC)c(OC)c2)ccc1O	.	.	?	.	1.1%	-17.4%	.	-14.2%	-2.0%
Cc1ccc(S(=O)(=O)CCC(=O)OCc2nc(N)nc(Nc3ccccc3C)n2)cc1	-3.3	-1.4	-1.7%	-2.3	0.0%	-22.6%	0.2	-8.4%	12.1%
